# MEP2-GFP yeast: alters MEP2-GFP fluorescence in TOR pathway yeast screen; S. cerevisiae MEP2-GFP strain, flow cytometry GFP, 3 h; 100% = DMSO control level; AID 2016; hit rate 0.51% among 330,000; GFP response vs DMSO, % at 10 µM;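 active = GFP response versus DMSO above a set limit, roughly screen mean plus 3 SD, cut at about 180% in these data; inconclusive = fewer than 70 cells counted for a yeast strain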;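 note: median GFP fluorescence of the barcode-gated MEP2-GFP cells per well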
# procasp7 counter: counter-screen for procaspase-3 activators: activators of human procaspase-7; P55210; recombinant procaspase-7, Ac-DEVD-pNA absorbance 405 nm; D23A/D198A/D206A triple mutant, cannot self-cleave; scale: DMSO 0, 5 µM enzyme 100; activation, % at 8.5 µM; hit rate 0.093% among 330,000; AID 463210;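 active = percent activation above the screen-wide mean plus 3 SD, cut at about 25% in these data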
#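 Material: Procaspase-7 triple mutant (PC-7 D3A) | Quantity: 2 µM procaspase-7 mutant as dispensed | Reagent: DEVD-pNA substrate | Times: 1 h preincubation, 2 h reaction | Technique: 405 nm absorbance of p-nitroaniline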
# RPL19A TOR yeast: modulators of TOR pathway RPL19A-GFP in S. cerevisiae. hit rate 0.3% among 330,000. percent response vs DMSO, % at 10 µM. S. cerevisiae RPL19A-GFP strain, flow cytometry, 3 h; stronger effect = lower value;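 active = percent response vs DMSO below 50%; inconclusive = fewer than 70 events counted for the yeast strain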;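 note: median channel GFP fluorescence of the barcoded RPL19A-GFP strain; ratio of sample median GFP to plate DMSO average so 100% = DMSO; lower means less RPL19A-GFP as with rapamycin TOR inhibition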
# AGP1-GFP MLPCN: modulators of TOR pathway AGP1-GFP in S. cerevisiae; S. cerevisiae AGP1-GFP multiplex flow cytometry, 3 h; GFP as percent of DMSO wells; GFP response vs DMSO, % at 10 µM; hit rate 0.02% among 320,000;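 active = GFP response relative to DMSO above a set limit, near screen average plus 3 SD, cut at about 150% in these data; inconclusive = fewer than 70 cells counted for the yeast strain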;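 note: median GFP channel fluorescence of the gated AGP1 strain per well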
# proCasp3 act: procaspase-3 (human) activation; hit rate 0.11% among 330,000; recombinant procaspase-3 D3A, Ac-DEVD-pNA absorbance 405 nm; P42574; activation, % at 8.5 µM; AID 463141;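 active = activation above the mean of all tested compounds plus 3 SD, cut at about 21% in these data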;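 note: 0% = DMSO alone and 100% = DMSO wells spiked with extra 5 µM PC-3 D3A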
# Target sequence (P42574 whole entry D9A/D28A/D175A): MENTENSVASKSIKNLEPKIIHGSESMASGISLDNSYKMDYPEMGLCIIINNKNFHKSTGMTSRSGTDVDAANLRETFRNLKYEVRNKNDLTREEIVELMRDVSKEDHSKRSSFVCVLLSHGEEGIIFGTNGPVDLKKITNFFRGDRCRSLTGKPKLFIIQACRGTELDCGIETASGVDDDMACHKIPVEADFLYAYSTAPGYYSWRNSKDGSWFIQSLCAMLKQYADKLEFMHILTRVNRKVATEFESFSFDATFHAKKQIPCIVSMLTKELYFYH
#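 Assay system – Procaspase-3 D3A mutant, all three cleavage aspartates alanine · Controls – DMSO-only low control, 5 µM PC-3 D3A high control · Schedule – 1 h compound preincubation, 2 h substrate hydrolysis at 25 °C · Signal – 405 nm absorbance of p-nitroaniline, reads at 0 and 120 min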
# AHR activator: human AHR activation; AID 2796; AHR-responsive luciferase reporter cells, luminescence; activation, % at 5 µM; hit rate 2.5% among 320,000; P35869; in the data active = activation above about 47%;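 note: 0% = vehicle wells and 100% = reference agonist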
# Target sequence (P35869 whole entry, looked up): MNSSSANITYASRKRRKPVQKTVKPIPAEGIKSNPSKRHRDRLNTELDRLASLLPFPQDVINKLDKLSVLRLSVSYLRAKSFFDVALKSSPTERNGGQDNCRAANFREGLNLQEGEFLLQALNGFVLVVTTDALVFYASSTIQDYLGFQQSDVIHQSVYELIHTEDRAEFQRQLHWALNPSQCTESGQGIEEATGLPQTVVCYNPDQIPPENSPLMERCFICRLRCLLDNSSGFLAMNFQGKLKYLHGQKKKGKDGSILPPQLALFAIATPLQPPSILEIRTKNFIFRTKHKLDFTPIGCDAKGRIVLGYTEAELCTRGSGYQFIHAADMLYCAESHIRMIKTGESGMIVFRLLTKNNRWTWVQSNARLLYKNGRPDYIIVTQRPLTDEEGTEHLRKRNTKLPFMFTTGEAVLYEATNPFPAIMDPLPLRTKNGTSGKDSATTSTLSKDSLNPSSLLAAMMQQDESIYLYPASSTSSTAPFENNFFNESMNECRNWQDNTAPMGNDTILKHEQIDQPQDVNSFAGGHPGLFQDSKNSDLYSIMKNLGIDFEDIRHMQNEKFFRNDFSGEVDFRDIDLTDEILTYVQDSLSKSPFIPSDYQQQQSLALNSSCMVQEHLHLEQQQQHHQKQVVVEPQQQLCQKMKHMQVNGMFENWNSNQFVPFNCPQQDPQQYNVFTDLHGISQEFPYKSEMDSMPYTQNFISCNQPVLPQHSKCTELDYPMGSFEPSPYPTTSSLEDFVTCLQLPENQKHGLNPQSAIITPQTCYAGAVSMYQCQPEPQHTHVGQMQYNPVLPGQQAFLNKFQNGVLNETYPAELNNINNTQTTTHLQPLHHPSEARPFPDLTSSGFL
# CIT2 TOR yeast: alters CIT2-GFP fluorescence in TOR pathway yeast screen | hit rate 0.065% among 320,000 | S. cerevisiae CIT2-GFP strain, flow cytometry, 3 h; 100 means same as DMSO wells | GFP response vs DMSO, % at 10 µM;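 active = GFP response relative to DMSO above a set limit, near the screen mean plus 3 SD, cut at about 150% in these data; inconclusive = Fewer than 70 cells measured for a yeast strain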;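 note: ratio of well median GFP fluorescence to mean of DMSO wells on the plate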
# LAP4 TOR yeast: yeast TOR pathway LAP4-GFP modulation | S. cerevisiae LAP4-GFP multiplex, flow cytometry GFP, 3 h; median GFP as percent of DMSO wells | hit rate 0.34% among 320,000 | GFP response vs DMSO, % at 10 µM | AID 2023;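 active = GFP response vs DMSO above a set limit, about the screen mean plus 3 SD, cut at about 150% in these data; inconclusive = under 70 cell events counted for the yeast strain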
# Numbers without * were called inactive; u = inconclusive; x = no result given.
molecule	MEP2-GFP yeast	procasp7 counter	RPL19A TOR yeast	AGP1-GFP MLPCN	proCasp3 act	AHR activator	CIT2 TOR yeast	LAP4 TOR yeast
Cc1c(NS(=O)(=O)c2cc([N+](=O)[O-])ccc2Cl)c(=O)n(-c2ccccc2)n1C	91	0	90	94	3	1	96	109
Cc1cccc(OCc2nnc(SCc3cc(=O)n4cc(Br)ccc4n3)o2)c1	105	2	100	106	8	5	109	128
CCc1nc(SCC(=O)c2cccs2)c2oc3ccccc3c2n1	102	-2	101	103	-3	57*	101	103
Cc1nc(N2CCN(C(=O)c3ccc(Cl)cc3)CC2)c(C#N)c2c1COC(C)(C)C2	94	4	97	84	-5	-9	87	87
CCN1CCN(c2c(Cl)cccc2NC(=O)c2ccc(Br)o2)CC1	99	18	99	100	9	0	106	109
CC12CCC(=O)N1C(C(=O)Nc1nc3ccc(Cl)cc3s1)CS2 (configuration not stated)	105	-2	103	101	7	127*	96	108
CCCCOC(=O)Nc1sc2c(c1C(=O)OC)CCC2	107	-4	102	106	-3	1	98	102
Cc1ccc(-c2nnc(NC(=O)c3ccco3)o2)c(C)c1	97	5	99	93	-8	2	95	124
CC(C)n1nnnc1SCC(=O)N1CCN(C(=O)c2ccco2)CC1	101	-3	103	102	-7	-1	114	107
Cc1cc2ccccc2cc1CN1CCOCC1	90	-14	90	89	-4	4	90	88
Cc1cc(C)n(-c2nnc(Cl)c3ccccc23)n1	86	12	92	87	2	3	81	98
CC(C(=O)O)N1C(=O)c2cccc3cccc1c23 (configuration not stated)	93	-5	91	94	-1	4	98	92
CCN1CCN(C(=O)c2cc(-c3ccco3)nc3ccccc23)CC1	101	-3	95	100	0	5	92	96
Cc1ccccc1OCC(=O)Nc1nnc(COc2ccccc2)s1	124	1	108	105	6	4	102	122
NCCCC[C@@H]1NC(=O)[C@H](CCC(=O)O)NC(=O)c2cc([N+](=O)[O-])cc(I)c2SC[C@@H](C(=O)NCC(N)=O)NC1=O	101	0	99	96	-3	0	94	93
COc1cc(C(NC(C)=O)NC(C)=O)ccc1OCc1ccccc1	100	10	97	102	5	2	98	98
Cc1ccc(Cn2c(=N)c(C(=O)NCC3CCCO3)cc3c(=O)n4ccccc4nc32)cc1 (configuration not stated)	102	-15	100	91	-13	1	105	111
CCN(CC)CCN1C(=O)C(=O)/C(=C(/O)c2c(C)[nH]c(C(=O)OC)c2C)C1c1ccc(C)o1 (configuration not stated)	102	-28	101	108	8	16	98	108
CN(C)/C=N/c1c(C#N)nnn1Cc1ccccc1	107	13	98	108	2	-1	98	108
O=C(NCc1cc(C(F)(F)F)ccc1F)C1CCC(=O)N(C2CCCCCC2)C1 (configuration not stated)	101	0	98	98	7	2	99	84
COc1ccc(-n2nc(C(=O)NCC(=O)NC(C)C)c3ccccc3c2=O)cc1	98	3	99	103	10	1	99	100
Cc1ccc(S(=O)(=O)N(CC(=O)NCCSc2ccccn2)c2ccccc2F)cc1	84	-3	97	102	3	0	96	97
COCCCNC(=O)CC(NS(=O)(=O)c1ccc(OC)cc1)c1ccc(OC)cc1 (configuration not stated)	96	-13	94	79	4	-1	102	88
OCC1(CCOc2ccccc2)CCN(Cc2cn[nH]c2-c2ccc(F)cc2)CC1	102	12	103	110	7	-1	106	114
O=C(c1cc2ccccn2n1)N1CCN(c2ccccn2)CC1	104	4	99	104	11	19	107	102
Cc1cc(Nc2ncc(Cl)cc2Cl)n(-c2ccccc2C)n1	93	2	98	94	6	2	85	104
CC(C)N(C(=S)NCc1ccccc1)C(C)C	104	11	100	96	-2	0	100	99
NS(=O)(=O)c1ccc(NC(=O)COC(=O)C23CC4CC(CC(C4)C2)C3)cc1	74	2	107	104	5	0	110	94
CC(=O)c1ccc(NC(=O)c2ccn(C(=O)OCC(C)C)n2)cc1	102	4	95	88	-5	7	92	95
CC(C)(CO)NC(=O)c1ccc2c(c1)C(=O)c1ccccc1-2	101	-3	103	97	-3	6	95	100
CCc1cc(C(=O)Nc2ccc(C)cc2Br)cs1	105	5	106	105	11	2	102	108
O[C@@H]1[C@@H](O)C=C2CCN3Cc4cc5c(cc4[C@H]1C23)OCO5 (some centres not stated)	90	9	95	86	7	-5	85	89
O=C1CS/C(=C\S(=O)(=O)c2ccc(Cl)cc2)N1	103	-28	100	102	-25	-1	105	101
Cc1cc(Cl)cc2sc(NC(=O)c3ccco3)nc12	108	6	104	108	12	32	105	111
CCS(=O)(=O)c1nc(S(=O)(=O)c2ccc(Cl)cc2)c(N2CCC(C(N)=O)CC2)s1	109	-9	107	108	-2	4	112	109
O=C(CN1CCCCC1)Nc1ccccc1Oc1ccccc1	103	-1	95	92	-2	5	90	101
Cc1ccc(-c2noc(C3CCCN(C(=O)c4ccccc4)C3)n2)o1 (configuration not stated)	91	-10	93	91	-1	4	88	94
COc1cc(C(=O)NCC2CCCCC2)ccc1OCc1c(C)noc1C	102	9	99	99	8	-1	105	94
COc1cc(C(=O)Nc2cc(C)cc(C)c2)c(-n2cnnn2)cc1OC	87	10	94	85	-4	11	83	81
Cc1cccc(C)c1N1C(=O)CC(N2CCN(S(=O)(=O)c3ccccc3F)CC2)C1=O (configuration not stated)	84	-4	89	98	-5	2	92	96
N#C/C(=C\c1cn(Cc2ccc(C#N)cc2)c2ccccc12)C(=O)NCc1cccs1	105	8	98	93	-11	-2	96	92
COc1ccc(OC)c(NC(=O)CSc2nc(C)cs2)c1	104	1	99	104	2	0	99	108
Cc1cc(C(=O)CSc2ccc(F)cc2)cc(C)c1O	105	7	103	94	4	1	105	95
CCCc1cc(=O)oc2c(C)c(OCC(=O)N3C[C@H]4C[C@@H](C3)c3cccc(=O)n3C4)ccc12	98	5	99	98	2	0	95	104
O=C(N/N=C/c1ccncc1)C1C2CCCCCCC21 (configuration not stated)	96	1	100	91	-1	44	96	93
COc1ccc(NC(=O)/C=C/C(=O)O)c([N+](=O)[O-])c1	112	-26	106	100	-13	1	99	100
O=C(CN(C(=O)c1csnn1)c1cccc2c1CCCC2)NCc1ccc(F)cc1	102	-9	97	101	7	1	97	101
CCC1CCCCN1CCCNC(=O)C1CCN(S(=O)(=O)N2CCCCC2)CC1 (configuration not stated)	103	-7	99	101	-2	0	97	105
CCCCNC(=O)c1cn(CC)c2ccc(S(=O)(=O)N3CCCCCC3)cc2c1=O	103	1	99	101	0	-1	105	98
Cc1c(NC(=O)/C(=C/c2cccs2)c2cccs2)c(=O)n(-c2ccccc2)n1C	105	5	99	96	2	2	94	98
O=c1c2ccccc2c(/C=N/NS(=O)(=O)c2ccccc2)c(O)n1-c1ccccn1	101	-4	97	98	-6	9	97	113
O=[N+]([O-])c1ccccc1SNc1ccc(Br)cn1	107	0	103	103	1	-2	91	95
COc1ccc(/C=C(/NC(=O)c2ccco2)C(=O)NCCc2ccccc2)cc1	96	0	108	106	-4	-1	100	96
CC(C)CCNC(=O)C1C2C=CC3(CN(Cc4ccccc4Cl)C(=O)C13)O2 (configuration not stated)	119	2	100	100	6	3	93	103
Cc1cc(=O)[nH]c(N/N=C2/CCCC/C2=C\c2ccccc2)n1	104	-1	104	107	3	20	104	118
O=C(N/N=C/c1ccc(OC(F)F)cc1)c1cccc(S(=O)(=O)N2CCOCC2)c1	u	-6	u	u	2	4	u	u
COc1ccc(N2CCN(C(=O)CN(c3cccc(Br)c3)S(C)(=O)=O)CC2)cc1	111	5	104	110	0	0	101	100
CC(C)Oc1ccc(C2CC(=O)N(Nc3ccc([N+](=O)[O-])cc3[N+](=O)[O-])C2=O)cc1 (configuration not stated)	95	3	99	102	7	0	90	102
Cc1nn(-c2nc(-c3ccco3)cc(C(F)(F)F)n2)c(C)c1Cl	96	12	94	92	0	2	91	92
CC(Sc1ccccc1)C(=O)NNC(=O)c1csc(N2CCOCC2)n1 (configuration not stated)	100	2	93	102	-1	1	94	103

# Another view of 2 compounds above.
N#C/C(=C\c1cn(Cc2ccc(C#N)cc2)c2ccccc12)C(=O)NCc1cccs1
  MEP2-GFP yeast = 105
  procasp7 counter = 8
  RPL19A TOR yeast = 98
  AGP1-GFP MLPCN = 93
  proCasp3 act = -11
  AHR activator = -2
  CIT2 TOR yeast = 96
  LAP4 TOR yeast = 92
Cc1c(NC(=O)/C(=C/c2cccs2)c2cccs2)c(=O)n(-c2ccccc2)n1C
  MEP2-GFP yeast = 105
  procasp7 counter = 5
  RPL19A TOR yeast = 99
  AGP1-GFP MLPCN = 96
  proCasp3 act = 2
  AHR activator = 2
  CIT2 TOR yeast = 94
  LAP4 TOR yeast = 98

# Continuation:
molecule	MEP2-GFP yeast	procasp7 counter	RPL19A TOR yeast	AGP1-GFP MLPCN	proCasp3 act	AHR activator	CIT2 TOR yeast	LAP4 TOR yeast
CN(CCO)c1cnccn1	108	-4	107	100	1	-1	99	90
O=C(CN1CCN(c2ccccn2)CC1)Nc1ccccc1F	99	3	101	98	3	-2	104	91
C=CCN1C(=O)/C(=C\c2ccc(Cl)cc2)N=C1SCC(=O)NCCC	101	0	95	96	1	-1	96	99
CN(C)S(=O)(=O)N1CCC(Oc2ccc(C(=O)N3CCCCCCC3)cc2)CC1	93	12	96	96	1	1	97	95
CCOc1ccc(S(=O)(=O)N2CCOCC2)cc1NC(=O)CSC(=S)N1CCCC1	81	-4	84	91	7	0	90	95
CCn1c(=O)c(C(=O)NCc2ccc(Cl)cc2)c(O)c2ccccc21	105	x	102	98	x	x	100	98
CC(C)S(=O)(=O)C/C(N)=N/OC(=O)c1cc(Cl)cc(Cl)c1	101	-1	99	110	1	-1	110	112
O=C(Cn1c(=O)oc2ccccc21)NCCc1ccccc1Cl	98	1	100	95	1	-1	96	93
O=C(OCC(=O)N(CCc1ccccc1)Cc1ccccc1)c1cc(S(=O)(=O)N2CCOCC2)ccc1F	90	3	92	102	2	-1	90	98
COc1ccc(NC(=O)NNC(=O)CCc2ccc(O)c(O)c2)cc1OC	98	-21	105	98	-20	0	97	76
C=CCN1C(=O)SC(Cc2cccc(OC)c2O)C1=O (configuration not stated)	96	1	100	102	11	-3	102	93
O=[N+]([O-])c1ccccc1CNc1ccc(F)c(Cl)c1	107	14	104	98	7	-1	97	96
COCC(C)n1c(C)cc(C(=O)CN2C(=O)NC(Cc3c[nH]c4ccccc34)C2=O)c1C (configuration not stated)	97	3	93	91	1	1	96	90
CCCn1c(=S)[nH]c2cc(C(=O)N3CCN(C4CCCCC4)CC3)ccc2c1=O	103	7	97	99	1	0	104	92
CC(C)N(C(=O)COC(=O)c1ccccc1C(=O)N1CCN(c2ccc(F)cc2)CC1)C(C)C	94	-11	95	97	1	1	88	93
CCc1cccc(NC(=O)CN(C)S(=O)(=O)c2cccc3nsnc23)c1	101	-1	103	105	-2	11	107	101
CC1CCN(c2nc(Cl)nc(Nc3ccc([N+](=O)[O-])cc3)n2)CC1	102	-11	103	95	-3	13	103	105
Cc1ccc2nc(Nc3nc(C)cc(C(F)(F)F)n3)nc(C)c2c1	111	-5	105	102	5	98*	95	107
C=CCNC(=O)N[C@@H](Cc1ccccc1)C(=O)OC	93	2	100	105	4	0	101	110
Cc1ccc(S(=O)(=O)Nc2ccc3c(c2)CCC3)cc1C	98	9	98	103	-2	3	91	102

# Bioassay records from PubChem.
